# 12-LOX inh: Primary qHTS assay for inhibitors of human arachidonate 12S-lipoxygenase (ALOX12): Round 2 | purified 12hLO, xylenol orange hydroperoxide absorbance | Potency, µM (top dose mostly 108 µM), inactives show at the highest dose activity change, negative = inhibition, usual class: inhibitors | 580,000 tested, 1.1% active; active = well fitted inhibition curve with a large enough effect; inconclusive = small, poorly fitted or top-dose-only effect, or another doubt; inactive = no such curve, though single readings can be large or run the other way
# Target sequence (P18054 whole entry, looked up): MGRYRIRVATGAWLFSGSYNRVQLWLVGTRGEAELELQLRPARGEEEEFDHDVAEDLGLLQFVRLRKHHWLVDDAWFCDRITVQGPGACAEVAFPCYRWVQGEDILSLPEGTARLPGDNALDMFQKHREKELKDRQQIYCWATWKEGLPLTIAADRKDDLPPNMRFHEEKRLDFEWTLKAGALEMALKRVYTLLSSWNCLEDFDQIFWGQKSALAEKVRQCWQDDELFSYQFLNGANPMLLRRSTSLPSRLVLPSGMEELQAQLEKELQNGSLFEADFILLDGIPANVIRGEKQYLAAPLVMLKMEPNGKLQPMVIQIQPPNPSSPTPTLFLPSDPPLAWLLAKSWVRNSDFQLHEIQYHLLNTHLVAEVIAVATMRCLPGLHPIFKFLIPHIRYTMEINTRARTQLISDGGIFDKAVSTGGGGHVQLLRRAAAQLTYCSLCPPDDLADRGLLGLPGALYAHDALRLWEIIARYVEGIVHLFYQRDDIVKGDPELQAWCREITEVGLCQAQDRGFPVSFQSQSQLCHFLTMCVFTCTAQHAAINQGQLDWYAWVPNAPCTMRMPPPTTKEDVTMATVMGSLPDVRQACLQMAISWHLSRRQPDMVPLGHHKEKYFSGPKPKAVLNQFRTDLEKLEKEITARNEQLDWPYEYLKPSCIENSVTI
#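 Purified human 12hLO at 150 nM in 25 mM Hepes, 0.01% Triton X-100, pH 7.0, preincubated 15 min at room temperature with compound. Reaction started with 40 uM arachidonic acid, 30 min at room temperature. Hydroperoxide measured by Fe-xylenol orange, 573/405 nm absorbance ratio.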
# * marks the source's active call; other numbers are inactive results; ? = inconclusive; & = joins results of further samples; [ ] = remark or other dose. % is scaled to controls: 0 for no effect and ±100 for the full control effect; potency is read from the fitted curve at half-maximal effect. Some of the compounds tested. The share of hits here may be higher or lower than overall.
SMILES,12-LOX inh
O=C(O)[C@H](Cn1ccc(=O)[nH]c1=O)NC1CCOCC1,80%[activator][176 µM]
CCC(CO)Nc1ncc2cc3ccccc3nc2c1C#N (configuration not stated),?
O=C(c1cc2ccccc2[nH]1)N1CCCC(n2cc(-c3nc(-c4ccccc4)no3)nn2)C1 (configuration not stated),6%
O=C(Cn1cncn1)N1CCN(Cc2ccccn2)[C@@H]2CS(=O)(=O)C[C@@H]21,19%
COc1ccc(-c2onc(C)c2C(=O)NCc2cccs2)cc1,33%[activator]
COc1ccc(CCC(=O)N2CCC(C(=O)N3CCCCCCNC(=O)CC3)CC2)cc1,0%
CCCCCOc1ccc(/C=C2\Cc3ccccc3C2=O)cc1,-10%
CC(C)NC(=O)c1nc(-c2ccc(Cl)cc2)c2ccccn12,-3%[6.33 µM]
Cc1ccc(-c2nc(C3CC(=O)N(c4ccc(Cl)cc4)C3)no2)cc1 (configuration not stated),32%
CCc1ccc2nc(N/C(N)=N/S(=O)(=O)c3ccc(C)cc3)nc(C)c2c1,-42%
CC(Sc1nc2ccccc2o1)C(=O)c1ccccc1 (configuration not stated),17%
CC(=O)C1=C(C)NC(=S)NC1c1ccc(F)cc1 (configuration not stated),-9%
COC(=O)c1cc2c(c3c4cc(F)ccc4n(S(=O)(=O)c4cccc(C)c4)c13)C(=O)N(c1ccc(OC)cc1)C2,-26%
O=C(COc1cc(Cl)ccc1Cl)Nc1ccc(-n2cnnn2)cc1,-19%
Cc1cc(C)c(S(=O)(=O)n2cc3c(=O)n(C)c(=O)n(C)c3n2)cc1C,40%
Cn1cc(C2Nc3ccccc3C(=O)N2c2ccccc2)c(=O)n(C)c1=O (configuration not stated),1%
COC(=O)COc1c(Br)cc(/C=C2/NC(=O)NC2=O)cc1Br,34%[activator]
COCCn1c(=O)c2c(nc(-n3nc(C)cc3C)n2Cc2ccc(OC)cc2)n(C)c1=O,-5%
COc1ccccc1-c1onc(C)c1C(=O)NCc1ccccc1Cl,16%
Cc1ccc(S(=O)(=O)Nc2nc3ccccc3nc2Nc2ccc3c(c2)OCO3)cc1C,-3%
COc1ncccc1-c1ncc2c(n1)OCCN(Cc1ccc(F)cc1F)C2=O,-7%[176 µM]
Cc1c(C(=O)N(C)c2ccccc2)nnn1-c1ccc(Cl)cc1,13%
Cc1c(Cn2c(C)nc3c(C(=O)O)cc(N4CCOCC4)cc32)cccc1C(F)(F)F,7%[57.4 µM]
Fc1ccc(-c2cnc([C@@H]3COCCN3Cc3csnn3)[nH]2)cc1,0%[176 µM]
Cc1ccc(C2Cn3nnc(C(=O)N4CCC(C(=O)NC5CCCCCCC5)CC4)c3CO2)cc1 (configuration not stated),15%
CCC(=O)N1CCC([C@H]2[C@@H](OC)C(=O)N2C(C)C)CC1,36%
C=CCCC(CN1CCCC1)Oc1ccc(C(=O)NCC)cn1 (configuration not stated),11%
COc1ccc(OC)c(NC(=O)C(=O)c2cn(CC(=O)N3CCOCC3)c3ccccc23)c1,-8%
Cn1cc(CN2CCN(C(=O)c3c[nH]c4ccccc34)CC2)ccc1=O,4%
CCCCC(=O)Nc1cc(C)c(O)c(-c2nc3ccccc3o2)c1,9%
CC(C)CCNC(=O)C(CC(C)C)NC(=O)OC(C)(C)C (configuration not stated),-1%
Cc1nc([C@@H]2CN(C(=O)Cc3cccnc3)C[C@H]2C(N)=O)n[nH]1,45%[activator]
CCCCNC(=O)COc1ccc(NC(=O)C2CC2)cn1,42%[activator]
Cn1cnc(S(=O)(=O)N2C[C@@H](F)C[C@H]2C(=O)N2CCCCC2)c1,3%
CN(Cc1ccccc1N1CCOCC1)C(=O)c1ccc2c(c1)S(=O)(=O)c1ccccc1C2=O,15%
CCCN1CC(=O)N2[C@H](C[C@@]3(n4ccc5ccccc54)c4ccccc4N(S(=O)(=O)c4ccccc4)[C@@H]23)C1=O,7%
O=C1NCC2(CCN(Cc3cccc4ccccc34)CC2)Oc2ccccc21,2%[6.33 µM]
NC(=S)Nc1cccc(Br)c1,?
O=C1[C@@H]2C[C@@H](CN2Cc2ccccn2)Oc2ccccc2N1Cc1ccccc1,1%[176 µM]
O=C(CCc1ccccc1)N1CC(Oc2ccc(-c3nc(-c4ccccc4)no3)cc2)C1,?

# Sorted by value in 12-LOX inh (highest first): 4 from the list above.
SMILES,12-LOX inh
C=CCCC(CN1CCCC1)Oc1ccc(C(=O)NCC)cn1 (configuration not stated),11%
Cn1cc(CN2CCN(C(=O)c3c[nH]c4ccccc34)CC2)ccc1=O,4%
COc1ccc(CCC(=O)N2CCC(C(=O)N3CCCCCCNC(=O)CC3)CC2)cc1,0%
COc1ccc(OC)c(NC(=O)C(=O)c2cn(CC(=O)N3CCOCC3)c3ccccc23)c1,-8%

# Of the compounds above, 6 have fluorine:
SMILES,12-LOX inh
CC(=O)C1=C(C)NC(=S)NC1c1ccc(F)cc1 (configuration not stated),-9%
COC(=O)c1cc2c(c3c4cc(F)ccc4n(S(=O)(=O)c4cccc(C)c4)c13)C(=O)N(c1ccc(OC)cc1)C2,-26%
COc1ncccc1-c1ncc2c(n1)OCCN(Cc1ccc(F)cc1F)C2=O,-7%[176 µM]
Cc1c(Cn2c(C)nc3c(C(=O)O)cc(N4CCOCC4)cc32)cccc1C(F)(F)F,7%[57.4 µM]
Fc1ccc(-c2cnc([C@@H]3COCCN3Cc3csnn3)[nH]2)cc1,0%[176 µM]
Cn1cnc(S(=O)(=O)N2C[C@@H](F)C[C@H]2C(=O)N2CCCCC2)c1,3%

# Continuation:
SMILES,12-LOX inh
COc1ccccc1C(=O)N1CCC2(C1)NC(=O)c1ccccc1CO2 (configuration not stated),63%[activator]
Cc1[nH]c(=O)c(C#N)cc1C(=O)N1CCCC2(CCC(=O)N(C3CC3)C2)C1 (configuration not stated),17%
Cc1cnc(CC2CCCNC2)n1Cc1ccc(F)cc1 (configuration not stated),?
O=C(NCc1ccc2c(c1)OCO2)c1nc(-c2ccc(F)cc2)c2cnccn12,?
CC(C)(C)C(=O)N1CCC2(CC1)CCN(Cc1cccs1)c1ccccc1O2,?
COc1ccc(C(=O)Oc2cc(C)ccc2C)cc1I,2%
COc1ccc(-c2ccc(C#N)c(SCC(=O)Nc3cc(OC)ccc3OC)n2)cc1,8%
Cc1ccccc1CSCC(=O)Nc1sccc1C#N,?
O=C1OC[C@@H]2CCN(S(=O)(=O)Cc3ccccc3)Cc3ccc(F)cc3N12,-7%[176 µM]
O=C(c1cc(F)ccc1F)N1CCC2(CC1)N(c1ccccc1)C(=O)CS2(=O)=O,13%
Cc1nc(-c2c3n(c(=O)n(CC(=O)Nc4ccc(Cl)cc4F)c2=O)CCCCC3)no1,-21%
O=C(CCc1cc(Cl)no1)N1CCc2nc3cc(-c4ccccc4)[nH]n3c(=O)c2C1,32%
O=C(NCC1CC1)c1cnc(N2CCN(Cc3cccc(F)c3)C2=O)s1,21%
O=C(NC1CCc2nnc(C3CC3)n2CC1)c1ccc(Cn2cncn2)o1 (configuration not stated),36%[activator]
O=C1[C@@H]2C[C@@H](O)CN2C2(CN(Cc3cccc(OC(F)(F)F)c3)C2)C(=O)N1Cc1cccc(Cl)c1,?
COc1ccc(C(=O)N2CCc3nn(Cc4ccccc4)c(=O)n3CC2)cc1F,37%[activator]
COc1ccc(C(=O)N2CCCCC2c2nc(CCOc3cccc(C)c3)no2)cn1 (configuration not stated),36%[activator]
O=C(Oc1ccccc1)N1CCC2(CCCN(c3ncccn3)C2)CC1,0%[57.4 µM]
O=C1Nc2ccccc2C1CCO (configuration not stated),-24%
CN(Cc1ccsc1)Cc1ccccc1C(F)(F)F,66%[activator][176 µM]
O=C(CN1CCCC(c2nc3ccccc3o2)C1)NCC(F)(F)F (configuration not stated),18%
CN(C)C(CNS(=O)(=O)c1cccs1)c1ccsc1 (configuration not stated),4%
CN1CC[C@@]2(CCCN(C(=O)c3cccn3C)C2)C1,6%[57.4 µM]
N#CC1(Nc2ccccc2)CCCCC1,20%
CCc1cccc(NC(=O)CC2CCCN(c3cn[nH]c(=O)c3)C2)c1 (configuration not stated),44%
Cn1cccc1C(=O)NCC1Cn2cccc2C(=O)N1Cc1ccccc1 (configuration not stated),38%[activator]
CC(=O)N1CCN(C(=O)CCC2CCN(c3cc(NC4CC4)ncn3)CC2)CC1,59%[activator]
O=C(Nc1ccc(Cc2ccncc2)cc1)Nc1ccc(Cc2ccncc2)cc1,26%
O=C(CN1C(=O)NC(c2ccc(Cl)cc2)C2=C1COC2=O)Nc1ccccc1 (configuration not stated),?
COc1cccc(CN2CCc3c(cc(C(=O)Nc4cccc(C)c4C)n3C)C2)c1,-7%
CSCc1noc(CNC(=O)[C@H]2CNC[C@H](C(=O)N3CCCC3)C2)n1,6%
O=C(c1nnc(CN2CCN(c3ccccn3)CC2)n1-c1cccnc1)N1CCC[C@@H]1c1cccc(F)c1,3%
COc1ccccc1Cc1c(-c2ccccc2)nc2c3ccccc3ccn12,0%
COCCN1CCC2(C1)CN(C)c1ccc(C(=O)NCCOc3ccccc3)cc12 (configuration not stated),6%[176 µM]
N#Cc1ccc(S(=O)(=O)NCC2CCN(C(=O)C(=O)c3cc4ccccc4o3)CC2)cc1,-3%
COc1ccccc1C(=O)Oc1ccc(F)cc1C(=O)/C=C/c1ccc(Cl)cc1,-6%
CCN1c2cc(C(=O)Nc3cccc(SC)c3)ccc2C(=O)N2CCCCCC21 (configuration not stated),5%
CN(C)C[C@H]1C[C@@H](CO)CN(C(=O)CN2CCC(c3ccccc3)CC2)C1,23%
Cc1[nH][nH]c(=O)c1C(c1ccc(OCc2ccccc2)cc1)c1c(C)[nH][nH]c1=O,37%
COCCNc1oc(-c2ccco2)nc1S(=O)(=O)c1ccc2c(c1)OCCO2,?
Cc1ccc(C)c(OCCn2c(CN(C)C(=O)c3ccco3)nc3ccccc32)c1,-18%
CNc1oc(-c2ccccc2)nc1S(=O)(=O)c1ccccc1,45%[activator]
Cc1ccc(CNC(=O)c2ccc3c(c2)N(C)C2CCCN2C3=O)cc1 (configuration not stated),-3%
CCNC(=O)[C@@H]1C[C@H](NC(=O)CCOC)CN1Cc1ccc(F)cc1C,58%[activator]
CCCCc1ccc(-c2csc(/C(C#N)=C/c3ccccc3)n2)cc1,-27%
Cc1csc(NC(=O)Cc2ccc3ccccc3c2)n1,-42%
COC(=O)N1CCCC2(C1)C(=NC1CCCCC1)NC(=O)N2c1cccnc1 (configuration not stated),56%[activator]
COc1cc(NC(=O)Cn2nc3ccc(SC4CCCCC4)nn3c2=O)cc(OC)c1OC,13%
COc1ccc(-c2cc(-c3ccc(F)cc3)cn3cncc23)cc1,?
C[C@H](NC(=O)c1cccc2ccccc12)C(O)c1nc2ccccc2[nH]1 (some centres not stated),-3%
COC(=O)COc1ccc2c(=O)c(-c3ccc(Cl)cc3)c(C)oc2c1,22%
CNC(=O)CSC12CC3CC(CC(C3)C1)C2,-27%
CN1CCN(C(C)(CN)c2ccccn2)CC1 (configuration not stated),84%[activator][176 µM]
CCNc1c(NC(=O)Nc2ccc(OC)c(OC)c2)c(=O)oc2ccccc12,2%
O=S(=O)(c1ccc(F)cc1)N(Cc1nc(-c2ccccc2)no1)c1ccccc1,20%
CN1CCN(c2cc(=O)c3ccnc(-c4ccccc4Oc4ccccc4)c3o2)CC1,10%[176 µM]
Cc1nc(CN2Cc3nc(Nc4ccccc4)ccc3OCC2=O)cs1,14%[176 µM]
Cc1[nH]c2ccccc2c1CC(=O)Nc1ccc(Nc2cccnc2)c(-c2ccc(C(C)(C)C)cc2)c1,-11%
COc1cccc(CCC(=O)NCCC2CCN(C(=O)Nc3cccc(F)c3)CC2)c1,63%[activator]
Cc1nc(-c2c3n(c(=O)[nH]c2=O)CCCC3)no1,-12%
# (further entries)
SMILES,12-LOX inh
O=C1N[C@@H]2CCN(C(=O)c3ccc(C(F)(F)F)cc3)[C@@H]2C(=O)N1c1ccc(F)cc1,-12%[176 µM]
CCc1c(C)sc(NC(=O)Cc2ccc(Cl)cc2Cl)c1C#N,?
N#Cc1cccc(NC(=O)c2nn(-c3ccccc3)c(=O)c3ccccc23)c1,1%
COc1ccc(C(=O)NCC2c3cc(OC)c(OC)cc3CCN2C(=O)Nc2cccc(C)c2)cc1 (configuration not stated),30%
Cc1ccc(-c2c(-c3cn4ccc(C)cc4n3)c(=O)n(C)c(=O)n2C)cc1,?
Cc1cccc(Cl)c1NC(=O)N1CCC2(CCCN(C(C)C)C2=O)C1 (configuration not stated),51%[activator]
CCOC(=O)Nc1ccc(NS(=O)(=O)c2cc(F)ccc2F)cc1,8%
O=C1N(Cc2ccccc2)CCOC12CCN(Cc1cccc(F)c1)CC2,-8%[176 µM]
COc1ccccc1N1CCN(C(=O)CN2C(=O)C(c3ccccc3)=NC2(C)C)CC1,9%
CCn1ccc2ccc(CN3CCCC(O)(CN4CCCC4)C3)cc21 (configuration not stated),85%[activator]
O=C1NCc2ccccc2CC12CCN(CC1=CCCCC1)C2 (configuration not stated),18%[6.33 µM]
CN(C)c1ccc(NC(=O)N2CCN(c3cnccn3)CC2)cn1,-16%
COc1ccc(-n2nc(C3CCN(Cc4ccccc4)CC3)[nH]c2=O)cc1,32%&48%
COc1ccc(-c2[nH]nc3ncc(-c4ccccc4F)nc23)cc1F,?
FC(F)(F)c1ccc(Sc2ccc(C(F)(F)F)cn2)nc1,?
O=C(c1cocn1)N1C[C@@H](COc2ccncc2)[C@H](c2ccccn2)C1,66%[activator]
O=C1CCc2cc(C(=O)OCC(=O)C3CCCCC3)ccc2N1,-13%
Cc1cccc(NC(=O)NC2CCSc3ccccc32)c1 (configuration not stated),-25%
COCCOc1ccc2c(n1)CCN(C(=O)CCC1CCCC1)C2,13%
CCCc1nc2cccnc2n1C1CCN(C(=O)Cn2nccc2C)CC1,-4%
O=C(NCc1ccc(CN2CCCC2)cc1)c1cc(=O)[nH]c2ccccc12,-5%
O=C(NCC1Cn2cccc2C(=O)N1Cc1ccccc1)C1CC1 (configuration not stated),7%
Cc1c(Cl)cccc1NC(=O)CCNC(=O)c1cccs1,?

# Bioassay records from PubChem.
